Gli-Sufu block – antagonists of Gli-Sufu signaling; Sufu-KO-LIGHT fibroblasts, Gli luciferase reporter luminescence; inhibition, % at 5 µM; 0.74% of 340,000 active; AID 588413;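 active means inhibition above about 55%, limit read from the data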;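 further: 0% = DMSO-treated cells and 100% = wells with medium but no cells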
EBI2 antag – blocks human EBI2 receptor beta-arrestin signaling. EBI2 beta-arrestin recruitment, luminescence, 7a,25-OHC stimulated. inhibition, % at 5 µM. 0.81% of 360,000 active. AID 651636; in the data active means inhibition above about 38%;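 further: enzyme fragment complementation signal reports receptor beta-arrestin coupling in cells; 0% = agonist plus DMSO wells and 100% = wells without agonist; some results beyond the cut were filed as inactive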
UBC13 inh – inhibitors of human UBC13 polyubiquitin chain formation. TR-FRET. inhibition, % at 20 µM. 0.47% of 330,000 active; in the data active means inhibition above about 45%, passing the limit was not always enough
Jurkat NFkB inh – lowers PMA/ionomycin-induced NF-kB signal in Jurkat cells; PMA/ionomycin-induced NF-kB luciferase reporter, luminescence; inhibition, % at 4 µM; 0.53% of 330,000 active; AID 435003
697 NFkB inh – inhibitors of the PMA/ionomycin-induced NF-kB reporter in 697 B cells; 697 B-cell NF-kB luciferase reporter, 16 h; inhibition, % at 4 µM; 0.33% of 330,000 active; AID 435022; in the data active means inhibition above about 35%
CCR6 antagonist – CCR6 (human) receptor antagonism; CHO-K1 CCR6 PathHunter beta-arrestin, luminescence, CCL20-stimulated; 0.49% of 340,000 active; inhibition, % at 20 µM;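 active means compounds whose inhibition of the agonist-driven luminescence signal at 20 µM reaches about 50%, limit read from the data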;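 further: cells stimulated with CCL20 at 14 nM final; plate controls were DMSO with CCL20 for no effect and DMSO without agonist for full effect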
Apaf-1 inh – human Apaf-1 inhibition. 0.71% of 330,000 active. inhibition, % at 20 µM. reconstituted apoptosome caspase-3 activity, DEVD-Rh110 fluorescence. O14727. AID 489030; active means inhibition of at least 40% at 20 µM;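 further: plate controls were DMSO wells for no effect and DEVD-CHO caspase inhibitor wells for full effect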
Target sequence (O14727 whole entry, looked up): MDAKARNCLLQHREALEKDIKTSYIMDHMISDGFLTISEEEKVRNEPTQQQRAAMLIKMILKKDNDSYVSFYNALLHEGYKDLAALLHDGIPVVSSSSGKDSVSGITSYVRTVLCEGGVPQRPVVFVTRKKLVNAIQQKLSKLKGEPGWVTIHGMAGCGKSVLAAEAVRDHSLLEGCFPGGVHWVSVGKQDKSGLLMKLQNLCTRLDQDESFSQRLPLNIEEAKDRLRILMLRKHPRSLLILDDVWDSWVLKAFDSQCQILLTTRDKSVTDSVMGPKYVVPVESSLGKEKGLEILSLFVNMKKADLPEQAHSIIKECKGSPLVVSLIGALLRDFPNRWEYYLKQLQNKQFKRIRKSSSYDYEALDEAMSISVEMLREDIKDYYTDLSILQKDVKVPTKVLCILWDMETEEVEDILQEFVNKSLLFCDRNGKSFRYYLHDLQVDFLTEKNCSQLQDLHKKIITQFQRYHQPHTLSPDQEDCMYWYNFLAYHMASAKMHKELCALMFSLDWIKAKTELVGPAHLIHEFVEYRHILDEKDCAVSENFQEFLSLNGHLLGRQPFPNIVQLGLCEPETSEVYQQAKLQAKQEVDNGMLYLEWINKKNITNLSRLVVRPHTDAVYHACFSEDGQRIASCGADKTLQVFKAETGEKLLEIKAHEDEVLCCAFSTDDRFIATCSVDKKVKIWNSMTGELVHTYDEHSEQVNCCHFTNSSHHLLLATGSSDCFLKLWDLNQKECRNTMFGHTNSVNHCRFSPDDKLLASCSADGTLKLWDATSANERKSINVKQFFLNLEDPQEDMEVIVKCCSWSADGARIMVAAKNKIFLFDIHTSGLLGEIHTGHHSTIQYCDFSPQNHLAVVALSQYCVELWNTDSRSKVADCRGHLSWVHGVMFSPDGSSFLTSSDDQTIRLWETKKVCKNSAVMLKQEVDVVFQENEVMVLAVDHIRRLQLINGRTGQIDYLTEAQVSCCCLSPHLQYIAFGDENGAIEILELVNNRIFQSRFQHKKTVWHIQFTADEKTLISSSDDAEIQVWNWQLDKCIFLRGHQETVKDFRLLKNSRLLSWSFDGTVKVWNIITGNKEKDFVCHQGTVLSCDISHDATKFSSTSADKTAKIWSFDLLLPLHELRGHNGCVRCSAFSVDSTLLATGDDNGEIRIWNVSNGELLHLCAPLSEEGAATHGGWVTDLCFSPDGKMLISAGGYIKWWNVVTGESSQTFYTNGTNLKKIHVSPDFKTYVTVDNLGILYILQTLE
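System: Apoptosome proteins | Medium: Hepes pH 7.5 with detergent and BSA | Also added: Cytochrome c trigger plus (Z-DEVD)2-Rh110 caspase-3 substrate | Incubation: 30 min compound preincubation, 50 min activation, room temperature | Detection: Rhodamine 110 fluorescence at Ex 480/Em 540 nm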
SENP8 inh – blocks the human protease SENP8; Q96LD8; purified SENP8, Z-RLRGG-aminoluciferin cleavage, luminescence; inhibition, % at 10 µM; 1.2% of 330,000 active; AID 2540
An asterisk follows results filed as active. Unless noted, no stated cut-off is given here; in the data, active means inhibition above about 50%; inactive means the rest.

CCNC(=O)C(C)Oc1ccc(Cl)cc1Cl (stereo not drawn) was read as Gli-Sufu block -9, EBI2 antag 4, UBC13 inh 4, Jurkat NFkB inh 0, 697 NFkB inh 0, CCR6 antagonist 8, Apaf-1 inh -22 and SENP8 inh 7.
For CCn1c(SCC(=O)NNC(=O)c2ccc(OC)cc2)nnc1C1CC1 the results were Gli-Sufu block -26, EBI2 antag 12, UBC13 inh 1, Jurkat NFkB inh 2, 697 NFkB inh 7, CCR6 antagonist 9, Apaf-1 inh 6 and SENP8 inh -1.
Screening CC(C)CN(C(=O)CCCc1nc2ccccc2c(=O)[nH]1)c1c(N)n(Cc2ccccc2)c(=O)[nH]c1=O returned Gli-Sufu block -3, EBI2 antag -19, UBC13 inh 3, Jurkat NFkB inh -14, 697 NFkB inh -17, CCR6 antagonist 9, Apaf-1 inh 1 and SENP8 inh -7.
CCOc1ccc(C(=O)Nc2cccc(-c3cc4ccccc4oc3=O)c2)cc1[N+](=O)[O-] was read as Gli-Sufu block 4, EBI2 antag 13, UBC13 inh -7, Jurkat NFkB inh 11, 697 NFkB inh 27, CCR6 antagonist 4, Apaf-1 inh 3 and SENP8 inh 9.
COc1ccccc1NC(=O)c1cnc(SCC(=O)NCC2CCCO2)n(C)c1=O (stereo not drawn) was read as Gli-Sufu block 40, EBI2 antag 11, UBC13 inh 31, Jurkat NFkB inh 4, 697 NFkB inh 25, CCR6 antagonist 25, Apaf-1 inh 4 and SENP8 inh 23.
For Cn1c(CC(=O)Nc2ccc(F)cc2)nnc1SCC(=O)NC1CCCCC1 the results were Gli-Sufu block 28, EBI2 antag -5, UBC13 inh 3, Jurkat NFkB inh 11, 697 NFkB inh 12, CCR6 antagonist -2, Apaf-1 inh 2 and SENP8 inh -4.
For CN(CC(=O)Nc1ccc(Cl)cc1)C(=O)CNC(=O)Cc1cccc2ccccc12 the results were Gli-Sufu block -22, EBI2 antag 0, UBC13 inh 2, Jurkat NFkB inh 19, 697 NFkB inh 13, CCR6 antagonist 8, Apaf-1 inh 18 and SENP8 inh -15.
`COc1ccc(NC(=O)c2cc3ccc4c5ccccc5[nH]c4c3cc2O)cc1` gave Gli-Sufu block 18, EBI2 antag 4, UBC13 inh -8, Jurkat NFkB inh 3, 697 NFkB inh 9, CCR6 antagonist -29, Apaf-1 inh 5 and SENP8 inh -5.
Cc1cccc(N2CCN(Cc3cnc(Cl)s3)CC2C)c1 (stereo not drawn) was read as Gli-Sufu block 1, EBI2 antag 1, UBC13 inh -4, Jurkat NFkB inh -5, 697 NFkB inh 6, CCR6 antagonist 12, Apaf-1 inh 10 and SENP8 inh -4.
For COc1cc(OC)cc(C(=O)NC(C)c2ccc(Br)cc2)c1 (stereo not drawn) the results were Gli-Sufu block -3, EBI2 antag -7, UBC13 inh 5, Jurkat NFkB inh -8, 697 NFkB inh 3, CCR6 antagonist 16, Apaf-1 inh -6 and SENP8 inh 3.
Cc1ccc(NC(=O)CN(C)C(=O)Cn2c(=O)oc3ccccc32)cc1 was read as Gli-Sufu block 3, EBI2 antag -10, UBC13 inh -7, Jurkat NFkB inh 3, 697 NFkB inh -10, CCR6 antagonist 3, Apaf-1 inh 10 and SENP8 inh -9.
`COc1cccc(-n2c(Cc3cc(=O)[nH]c(=O)[nH]3)nnc2SCC(=O)Nc2ccccc2)c1` gave Gli-Sufu block -16, EBI2 antag -2, UBC13 inh 4, Jurkat NFkB inh -4, 697 NFkB inh 6, CCR6 antagonist 9, Apaf-1 inh -9 and SENP8 inh 1.
For CCOC(=O)N1CCN(C(=O)c2ccc(CS(=O)Cc3ccccc3Cl)o2)CC1 (stereo not drawn) the results were Gli-Sufu block 3, EBI2 antag -12, UBC13 inh 6, Jurkat NFkB inh 6, 697 NFkB inh -21, CCR6 antagonist 6, Apaf-1 inh -10 and SENP8 inh 0.
`O=C(CCN1C(=O)c2ccccc2C1=O)N1CCN(Cc2ccccc2)CC1` gave Gli-Sufu block -1, EBI2 antag -3, UBC13 inh 2, Jurkat NFkB inh 2, 697 NFkB inh 15, CCR6 antagonist 17, Apaf-1 inh -19 and SENP8 inh -7.
Screening Cc1cc(C)c(-c2csc(NC(=O)C3=NN(c4ccccc4)C(=O)CC3)n2)c(C)c1 returned Gli-Sufu block 34, EBI2 antag 2, UBC13 inh -13, Jurkat NFkB inh 26, 697 NFkB inh -5, CCR6 antagonist 11, Apaf-1 inh 14 and SENP8 inh -6.
`COc1ccc(CN2C(=O)c3cccnc3C2=O)cc1S(=O)(=O)N1CCCC(C)C1` (stereo not drawn) gave Gli-Sufu block 11, EBI2 antag -17, UBC13 inh 2, Jurkat NFkB inh -8, 697 NFkB inh 8, CCR6 antagonist 7, Apaf-1 inh -8 and SENP8 inh -4.
O=C(/C=C/c1ccco1)NC(=S)Nc1cccc(-c2nc3ccccc3s2)c1 was read as Gli-Sufu block -27, EBI2 antag 10, UBC13 inh -4, Jurkat NFkB inh -18, 697 NFkB inh 8, CCR6 antagonist 31, Apaf-1 inh -3 and SENP8 inh 41.
`CC(C)(C)c1ccc(C2/C(=C(\O)c3ccc4c(c3)OCCO4)C(=O)C(=O)N2CCCN2CCOCC2)cc1` (stereo not drawn) gave Gli-Sufu block -6, EBI2 antag 3, UBC13 inh -16, Jurkat NFkB inh 4, 697 NFkB inh -4, CCR6 antagonist 6, Apaf-1 inh -1 and SENP8 inh 3.
CCOC(=O)CN(C(=O)CNC(=O)c1ccco1)C(C(=O)NC1CCCCC1)c1cccc(OC)c1 (stereo not drawn) was read as Gli-Sufu block 4, EBI2 antag -1, UBC13 inh 3, Jurkat NFkB inh 12, 697 NFkB inh 1, CCR6 antagonist 8, Apaf-1 inh 0 and SENP8 inh -7.
COc1cc2ccccc2cc1C(=O)OCC(=O)N(CC(C)C)c1c(N)n(Cc2ccccc2)c(=O)[nH]c1=O was read as Gli-Sufu block 5, EBI2 antag 3, UBC13 inh 3, Jurkat NFkB inh 18, 697 NFkB inh -7, CCR6 antagonist 4, Apaf-1 inh -7 and SENP8 inh -6.
For O=C(CSc1nnc(NC(=O)c2ccccc2Cl)s1)Nc1ccc2c(c1)oc1ccccc12 the results were UBC13 inh -6, Jurkat NFkB inh -64, 697 NFkB inh -80, Apaf-1 inh 7 and SENP8 inh 32.
`CC(=O)Nc1ccc(N2C(=O)c3ccc(C(=O)Nc4nnc(SCc5ccc(F)cc5)s4)cc3C2=O)cc1` gave Gli-Sufu block 2, EBI2 antag 5, UBC13 inh -51, Jurkat NFkB inh 4, 697 NFkB inh -13, CCR6 antagonist 16, Apaf-1 inh -15 and SENP8 inh -14.
CSc1nnc(NC(=O)c2nc(S(=O)(=O)Cc3ccc(C)cc3)ncc2Cl)s1 was read as Gli-Sufu block 35, EBI2 antag 14, UBC13 inh 41, Jurkat NFkB inh 8, 697 NFkB inh -2, CCR6 antagonist -1, Apaf-1 inh -4 and SENP8 inh -3.
For CCC(Oc1ccccc1OC)C(=O)Nc1ccc2c(c1)n(C)c(=O)n2C (stereo not drawn) the results were Gli-Sufu block 3, EBI2 antag -5, UBC13 inh 1, Jurkat NFkB inh 19, 697 NFkB inh 19, CCR6 antagonist 2, Apaf-1 inh -14 and SENP8 inh 2.
Screening C[C@@H]1C(c2ccc(F)cc2)=NN(c2ccccc2)[C@H]1C(=O)N1CCOC1=O returned Gli-Sufu block -19, EBI2 antag 1, 697 NFkB inh 14, CCR6 antagonist 23 and Apaf-1 inh 20.
Screening Cc1ccc(NC(=O)N/C=C/c2ccc(Cl)cc2)cc1 returned Gli-Sufu block -16, EBI2 antag 4, UBC13 inh -8, Jurkat NFkB inh -38, 697 NFkB inh -8, CCR6 antagonist 9, Apaf-1 inh 9 and SENP8 inh -14.
Screening CCn1cc(CN2CCC(n3nccc3NC(=O)c3cccc(F)c3)CC2)c(C)n1 returned Gli-Sufu block 8, EBI2 antag -4, UBC13 inh 2, Jurkat NFkB inh 4, 697 NFkB inh -27, CCR6 antagonist 16, Apaf-1 inh -7 and SENP8 inh -2.
Screening COc1c(C)cc(Br)cc1C(=O)Nc1ccc(C)cc1[N+](=O)[O-] returned Gli-Sufu block 0, EBI2 antag 8, UBC13 inh -9, Jurkat NFkB inh -25, 697 NFkB inh -2, CCR6 antagonist 4, Apaf-1 inh 8 and SENP8 inh -9.
COc1ccc(CN2C(=O)c3cccnc3C2=O)cc1S(=O)(=O)NC1CCCCC1 was read as Gli-Sufu block 8, EBI2 antag 10, UBC13 inh 0, Jurkat NFkB inh 4, 697 NFkB inh -1, CCR6 antagonist 5, Apaf-1 inh -5 and SENP8 inh 5.
CCOC(=O)C1CCN(C(=O)c2ccccc2NS(=O)(=O)c2cc(C)ccc2C)CC1 was read as Gli-Sufu block -1, EBI2 antag 7, UBC13 inh -5, Jurkat NFkB inh -5, 697 NFkB inh -3, CCR6 antagonist 9, Apaf-1 inh 11 and SENP8 inh 2.
CCN1C(=O)CSc2ccc(C(=O)NCCCN3CCOCC3)cc21 was read as Gli-Sufu block -1, EBI2 antag -8, UBC13 inh 9, Jurkat NFkB inh -6, 697 NFkB inh 12, CCR6 antagonist 5, Apaf-1 inh -15 and SENP8 inh 4.
For Cc1oc(-c2ccccc2Cl)nc1CSc1nc2c(c(=O)[nH]1)CCC2 the results were Gli-Sufu block -4, EBI2 antag -18, UBC13 inh -7, Jurkat NFkB inh 10, 697 NFkB inh 41*, CCR6 antagonist -13, Apaf-1 inh 10 and SENP8 inh -4.
For Cc1ccc(Cn2nnc3c(=O)[nH]c(C4CCCN(S(=O)(=O)c5ccccc5)C4)nc32)cc1 (stereo not drawn) the results were Gli-Sufu block 2, EBI2 antag -5, UBC13 inh -7, Jurkat NFkB inh 3, 697 NFkB inh -46, CCR6 antagonist 0, Apaf-1 inh -3 and SENP8 inh 4.
For CNC(=O)COC(=O)CCC(=O)c1ccc(Cl)cc1 the results were Gli-Sufu block -8, EBI2 antag -6, UBC13 inh -11, Jurkat NFkB inh 5, 697 NFkB inh 0, CCR6 antagonist -3, Apaf-1 inh 14 and SENP8 inh -2.
`Cc1ccc(N(Cc2ccccc2)C(=O)c2cccc(S(=O)(=O)N3CCOCC3)c2)cc1` gave Gli-Sufu block 5, EBI2 antag 4, UBC13 inh 0, Jurkat NFkB inh -4, 697 NFkB inh -10, CCR6 antagonist 19, Apaf-1 inh 18 and SENP8 inh 3.
For N#CCCN(C(=O)c1ccc2c(=O)n3c(nc2c1)CCCCC3)c1ccccc1 the results were Gli-Sufu block 4, EBI2 antag -3, UBC13 inh 6, Jurkat NFkB inh -6, 697 NFkB inh -2, CCR6 antagonist 10, Apaf-1 inh -4 and SENP8 inh -7.
For Cc1cccc(NC(=S)N2CCN(Cc3ccccc3)CC2)c1C the results were Gli-Sufu block 5, EBI2 antag -8, UBC13 inh -4, Jurkat NFkB inh 5, 697 NFkB inh -23, CCR6 antagonist -26, Apaf-1 inh -1 and SENP8 inh -2.
For CCCCN(CC)CCNC(=O)CCC(=O)Nc1ccc2nc(N3CCN(C)CC3)cc(C)c2c1 the results were Gli-Sufu block 7, EBI2 antag -7, UBC13 inh 22, Jurkat NFkB inh -18, 697 NFkB inh 6, CCR6 antagonist 3, Apaf-1 inh 5 and SENP8 inh 8.

Structures above that contain a furan ring, fused or not, in the order listed:
For CCOC(=O)N1CCN(C(=O)c2ccc(CS(=O)Cc3ccccc3Cl)o2)CC1 (stereo not drawn) the results were Gli-Sufu block 3, EBI2 antag -12, UBC13 inh 6, Jurkat NFkB inh 6, 697 NFkB inh -21, CCR6 antagonist 6, Apaf-1 inh -10 and SENP8 inh 0.
O=C(/C=C/c1ccco1)NC(=S)Nc1cccc(-c2nc3ccccc3s2)c1 was read as Gli-Sufu block -27, EBI2 antag 10, UBC13 inh -4, Jurkat NFkB inh -18, 697 NFkB inh 8, CCR6 antagonist 31, Apaf-1 inh -3 and SENP8 inh 41.
CCOC(=O)CN(C(=O)CNC(=O)c1ccco1)C(C(=O)NC1CCCCC1)c1cccc(OC)c1 (stereo not drawn) was read as Gli-Sufu block 4, EBI2 antag -1, UBC13 inh 3, Jurkat NFkB inh 12, 697 NFkB inh 1, CCR6 antagonist 8, Apaf-1 inh 0 and SENP8 inh -7.
For O=C(CSc1nnc(NC(=O)c2ccccc2Cl)s1)Nc1ccc2c(c1)oc1ccccc12 the results were UBC13 inh -6, Jurkat NFkB inh -64, 697 NFkB inh -80, Apaf-1 inh 7 and SENP8 inh 32.

The list is partial; rates above refer to the full screens.
